Pol kappa inh = qHTS for Inhibitors of Polymerase Kappa. DNA polymerase kappa (Homo sapiens), Q9UBT6. Potency, µM (top dose mostly 107 µM), for inactives: top-dose activity, negative = inhibition, most hits filed as inhibitors. 0.53% of 400,000 active. AID 588579, 2011. purified Pol kappa, fluorescent DNA synthesis assay, 10 min; note: % is set by controls: 0 for no effect and ±100 for the full control effect
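Kinetic fluorescence readout at 0 and 10 min followed reaction start with substrate at 50 nM final. Beforehand, enzyme (10 nM Pol kappa) stood 15 min with compound at room temperature; buffer-only wells were negative controls.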
BLM inh = qHTS Assay for Inhibitors of Bloom's syndrome helicase (BLM); RecQ-like DNA helicase BLM (Homo sapiens), P54132; recombinant BLM DNA unwinding, fluorescence dequenching; Potency, µM (titrated, usually from 56.1 µM), for the others: at the top dose activity change, negative = inhibition, usual class: inhibitors; 0.2% of 350,000 active;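 note: plate controls were vehicle for no effect and no enzyme for full effect; nearly all actives have a fitted effect of over 35% in size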
Pol iota inh = qHTS for Inhibitors of Polymerase Iota. Pol iota fluorescent replication assay, 10 min. Potency, µM (doses to about 115 µM), for inactives: at the highest dose activity, negative = inhibition, most hits filed as inhibitors. 1% of 390,000 active. AID 588590, 2011
Target sequence (Q9UNA4 whole entry, looked up): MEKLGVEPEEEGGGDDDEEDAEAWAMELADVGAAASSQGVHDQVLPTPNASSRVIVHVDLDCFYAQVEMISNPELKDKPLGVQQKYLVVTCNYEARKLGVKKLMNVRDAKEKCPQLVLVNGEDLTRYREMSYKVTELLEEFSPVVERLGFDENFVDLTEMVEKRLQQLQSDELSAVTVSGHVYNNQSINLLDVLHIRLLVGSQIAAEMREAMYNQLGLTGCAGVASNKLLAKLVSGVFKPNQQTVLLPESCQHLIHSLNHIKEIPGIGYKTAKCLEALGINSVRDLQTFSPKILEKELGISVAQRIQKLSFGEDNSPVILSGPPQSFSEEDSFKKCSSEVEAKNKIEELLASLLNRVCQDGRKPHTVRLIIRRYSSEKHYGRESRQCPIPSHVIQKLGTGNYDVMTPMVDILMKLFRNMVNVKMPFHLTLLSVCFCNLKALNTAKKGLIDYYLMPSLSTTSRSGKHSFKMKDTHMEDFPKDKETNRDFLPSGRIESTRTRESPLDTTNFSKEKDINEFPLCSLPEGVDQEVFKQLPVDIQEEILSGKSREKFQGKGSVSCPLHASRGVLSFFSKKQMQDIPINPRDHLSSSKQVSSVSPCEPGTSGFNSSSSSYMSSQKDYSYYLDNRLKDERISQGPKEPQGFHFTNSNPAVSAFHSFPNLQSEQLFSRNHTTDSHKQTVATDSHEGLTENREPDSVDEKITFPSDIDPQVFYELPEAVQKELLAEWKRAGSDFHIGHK
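Pol iota at 10 nM preincubated 15 min with compounds at room temperature; reaction started with fluorescent substrate, 50 nM final. Fluorescence read kinetically at 0 and 10 min; buffer-only wells as negative control.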
Pol beta inh = qHTS Assay for Inhibitors of DNA Polymerase Beta | P06746 | Pol beta primer extension/strand displacement, fluorescence kinetic | Potency, µM (top dose mostly 114 µM), inactives show at the highest dose activity change, negative = inhibition, most hits filed as inhibitors | 1.3% of 340,000 active | AID 485314, 2010; note: % is set by controls: 0 for no effect and ±100 for the full control effect
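Human Pol beta at 10 nM; strand-displacement substrate 50 nM final. Compound exposure 15 min at room temperature before start, reaction 10 min at room temperature.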
Apoferritin bind = qHTS Assay for Identification of Novel General Anesthetics. Ferritin light chain (Equus caballus), P02791. apoferritin/1-aminoanthracene competitive binding, fluorescence. Potency, µM (titrated, usually from 77.5 µM), without a hit: top-dose activity change, negative = displacement, hits mostly inhibitors. 0.074% of 350,000 active. AID 485281, 2010; note: % is set by controls: 0 for no effect and ±100 for the full control effect; nearly all actives have a fitted effect of over 20% in size
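Apoferritin-based anesthetic binding model; compound displacement of fluorescent 1-AMA measured as endpoint fluorescence after 10 minutes at room temperature, scaled to free-ligand and complex controls.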
APEX1 inh = qHTS Assay for Inhibitors of the Human Apurinic/apyrimidinic Endonuclease 1 (APE1); Potency, µM (titrated, usually from 65.8 µM), without a hit: top-dose activity change, negative = inhibition, usual class: inhibitors; 0.35% of 350,000 active; AID 2517, 2012; DNA repair nuclease/redox regulator APEX1 (Homo sapiens), P27695; recombinant APE1, TAMRA/BHQ-2 abasic DNA cleavage fluorescence;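 note: plate controls were vehicle for no effect and reference inhibitor for full effect; nearly all actives have a fitted effect of over 55% in size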
Target sequence (P27695 whole entry, looked up): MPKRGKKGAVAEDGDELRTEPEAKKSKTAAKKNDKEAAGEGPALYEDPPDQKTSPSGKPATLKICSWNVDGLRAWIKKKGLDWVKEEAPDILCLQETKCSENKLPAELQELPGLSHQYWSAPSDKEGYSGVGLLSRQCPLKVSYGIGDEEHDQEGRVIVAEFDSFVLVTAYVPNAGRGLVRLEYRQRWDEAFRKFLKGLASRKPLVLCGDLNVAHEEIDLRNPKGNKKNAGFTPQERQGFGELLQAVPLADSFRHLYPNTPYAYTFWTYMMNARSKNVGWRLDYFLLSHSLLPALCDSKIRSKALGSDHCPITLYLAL
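Endonuclease cleavage of a quenched abasic-site DNA duplex (50 nM) by APE1 (0.75 nM) was tracked by TAMRA dequenching. Compounds were preincubated with enzyme 15 min at room temperature; data normalized to buffer-only and DMSO wells plus NSC13755 control.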
BAZ2B block = qHTS Assay for Inhibitors of BAZ2B | Bromodomain adjacent to zinc finger domain protein 2B (Homo sapiens), Q9UIF8 | AlphaScreen BAZ2B-H3K14Ac peptide displacement | Potency, µM (highest dose often 114 µM), inactives show at the top dose activity change, negative = inhibition, actives largely listed as inhibitors | 4.4% of 360,000 active | AID 504333, 2011; note: % is set by controls: 0 for no effect and ±100 for the full control effect; nearly all actives have a fitted effect of over 60% in size
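Protein-peptide AlphaScreen: BAZ2B 50 nM, b-H3K14Ac 50 nM, 1x PBS pH 7.4 + 0.01% Tween-20. Preincubation 30 min RT; cpd 30 min RT (top 110 uM); beads 20 min RT, light-protected.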
POLH inh = qHTS for Inhibitors of Polymerase Eta; recombinant Pol eta, fluorescent DNA replication assay; DNA polymerase eta (Homo sapiens), Q9Y253; 1.2% of 390,000 active; Potency, µM (top dose mostly 114 µM), without a hit: top-dose activity change, negative = inhibition, most hits filed as inhibitors; AID 588591, 2011; note: % is set by controls: 0 for no effect and ±100 for the full control effect
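Pol eta (10 nM) was preincubated with compounds for 15 min at room temperature, after which fluorescent replication substrate (50 nM final) was added to start the reaction. Fluorescence was read kinetically at 0 and 10 min.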
G9a inh = qHTS Assay for Inhibitors of Histone Lysine Methyltransferase G9a | Histone-lysine N-methyltransferase EHMT2 (Homo sapiens), Q96KQ7 | G9a H3K9 monomethylation, AlphaScreen, 2 h | Potency, µM (titrated, usually from 102 µM), for the others: at the highest dose activity, negative = inhibition, most hits filed as inhibitors | 8.8% of 350,000 active | AID 504332, 2011; note: % is set by controls: 0 for no effect and ±100 for the full control effect; nearly all actives have a fitted effect of over 75% in size
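Methyltransferase reactions run at room temperature for 2 h (20 nM enzyme, 500 nM biotin-H3K9 peptide, 20 uM SAM) after a 15 min compound preincubation; product detected by AlphaScreen beads and anti-H3K9me1 antibody.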
* marks the source's active call; other numbers are inactive results; u = inconclusive; x = no result given; & = joins results of further samples; [ ] = dose if it differs, or a comment. Calls come from the whole dose curve; as a rule, active = well fitted curve in the direction sought with a large enough effect; inconclusive = small, poorly fitted or top-dose-only effect, or another doubt; inactive = no such curve, though single readings can be large; an effect the other way counts as inactive or inconclusive. Potency is the fitted concentration of half-maximal effect. These rows are one share of the data; rates above refer to the full screens.

Structure	BAZ2B block	BLM inh	POLH inh	APEX1 inh	G9a inh	Pol beta inh	Apoferritin bind	Pol kappa inh	Pol iota inh
CC1(c2cccc(Br)c2)NC(=O)N(CC(=O)Nc2ccc(S(N)(=O)=O)cc2)C1=O (stereo not drawn)	0%	-1%	-4%	9%	-3%	1%	-14%	-20%	8%
Cc1oc2ncnc(N3CCOCC3)c2c1C(=O)N1CCN(c2cccc(C(F)(F)F)c2)CC1	7%[57.1 µM]	0%	0%	x	-3%[59 µM]	13%	-2%	-4%	21%
Cn1c(=O)[nH]c(=O)c2[nH]c(CN3CCN(Cc4ccccc4)CC3)nc21	-15%	0%	-14%	-4%	-139%[59 µM]	26%	-11%	3%	26%
CCC(C(=O)NCC1CCCO1)N(Cc1ccc(F)cc1)C(=O)CNS(=O)(=O)c1ccccc1 (stereo not drawn)	-10%	-4%	-22%	19%	-8%	47%	-4%	-7%	4%
Cn1nnnc1SCCCNCc1cc(Cl)ccc1OCc1ccc(F)cc1	-10%	-7%	-27%	x	-31%[59 µM]	-14%	1%	-1%	19%
Cc1ccccc1N1CCN(C(=O)c2ccccc2NC(=O)c2ccccc2C(=O)O)CC1	-19%	-3%	6%	u	-26%	19%	-18%	-19%	55%[activator]
S=c1[nH]nc(COc2ccccc2)n1/N=C/c1cccc(Br)c1	-29%	-5%	-2%	-7%	8.9µM*	-3%	-5%	3%	22%
CCOc1ccc(CCNC(=O)c2ccc(Cl)c(S(=O)(=O)N3CCOCC3)c2)cc1OCC	56µM*	x	u	u	56µM*	x	x	-5%	u
COc1cccc(OC)c1C(=O)Nc1cccc(C(=O)Nc2cccc(C(=O)O)c2)c1	-3%	-4%	u	-3%	-28%[2.33 µM]	31%	6%	-7%	1%
COc1ccccc1CNC(=O)COC(=O)c1nccnc1N	u	-7%	1%	-14%	22%[12.7 µM]	2%	-11%	-12%	14%
O=S(=O)(CCOc1ccccc1)N1CCOCC1	6%	1%	-16%	0%	79µM*	5%	-9%	-13%	0%
CCOc1ccc(/C=C2\SC(=S)N(NC(=O)c3ccncc3)C2=O)cc1OC	-34%	-2%	-1%	-5%	u	u	4%	-13%	115%[activator]
O=C(CSc1nnc(-c2ccccc2)o1)N1CCCC1	3%	-3%	-12%	60%[activator]	-9%	6%	1%	-5%	-4%
COc1ccc(C(=O)Nc2ccc3oc(-c4cccnc4)nc3c2)cc1OC	-20%&0%	0%&2%	-8%&-10%	3%	16%	11%&19%	-3%&-6%	18%&5%	9%&70%
CC(C)(Oc1ccc(Cl)cc1)C(=O)Nc1c2c(nn1C(C)(C)C)CS(=O)(=O)C2	-5%	x	-7%	-2%	-27%	x	x	13%	-6%
Cc1cc(C)c(C#N)c(SCS(=O)Cc2ccc(Cl)cc2)n1 (stereo not drawn)	3%	-2%	-18%	-5%	34%[12.7 µM]	-1%	-22%	-6%	25%
CC(C)c1cnc2c(c1SCC(=O)c1ccccc1)c(=O)n(C)c(=O)n2C	-7%	-4%	-17%	x	13%[59 µM]	11%	u	-3%[60.1 µM]	35%[activator]
O=C(OCC(=O)N1CCCC1)c1cncc(Br)c1	-2%	-1%	0%	0%	1%[59 µM]	-9%	4%	-7%	5%
Cc1cccn2c(=O)c3cc(C(=O)NC(C)c4ccccc4)c(=N)n(CCCO)c3nc12 (stereo not drawn)	0%	28%	-8%	x	-1%[59 µM]	-4%	132%[activator]	2%	5%
O=C(CSc1ccc2c(c1)OCCO2)NC(=O)NC1CCCC1	16%	-10%	4%	-6%	78%[activator][59 µM]	0%	u	-20%	41%[activator]

Single values from the entries so far.
Cc1ccccc1N1CCN(C(=O)c2ccccc2NC(=O)c2ccccc2C(=O)O)CC1 in BAZ2B block is listed with -19%
Cc1oc2ncnc(N3CCOCC3)c2c1C(=O)N1CCN(c2cccc(C(F)(F)F)c2)CC1 in Pol iota inh is listed with 21%

Further structures follow.
Structure	BAZ2B block	BLM inh	POLH inh	APEX1 inh	G9a inh	Pol beta inh	Apoferritin bind	Pol kappa inh	Pol iota inh
COc1ccc(S(N)(=O)=O)cc1C(=O)OCCCC(=O)c1ccccc1	10%	x	-1%	-15%	6%[59 µM]	x	x	4%	5%
O=C(C1CC1)N1N=C(c2cccc(Br)c2)CC1(O)C(F)(F)F (stereo not drawn)	13%	-7%	-17%	21%	73%[activator]	2%	u	-2%	43%[activator]
CC(C)Cn1c(O)c2ccc(C(=O)N=NC(=O)c3cccnc3)cc2c1O	6%	-1%	-8%	-5%	-1%	12%	-6%	-15%	-4%
COc1ccc(S(=O)(=O)N2CCCCCC2)cc1C(=O)N(C)Cc1ccc(F)cc1	-14%	x	-7%	-10%	19%[59 µM]	x	x	-16%	-1%
NC(=S)Nc1cc(Cl)ccc1Cl	-11%	-2%	-10%	u	u	7%	-1%	-1%	18%
O=C(/C=C/c1cccc([N+](=O)[O-])c1)NCc1ccc2c(c1)OCO2	-34%	-1%	-14%	2%	-10%[59 µM]	5%	-7%	5%	-1%
CCOc1ccc(-n2c(-c3ccccc3)c[n+]3c2CCCCC3)cc1	-1%	-7%	-8%	2%	-2%[59 µM]	2%	-9%	-5%	-12%
Cc1cc(C)n2nc(SCC(=O)N(C(C)C)C(C)C)nc2n1	u	3%	-14%	7%	9%[59 µM]	-1%	u	-3%	3%
O=C(NC1CCCCC1)C(c1ccco1)N(C(=O)c1csnn1)c1ccc(Cl)cc1 (stereo not drawn)	-12%	-4%	-15%	40%	12%	-6%	-7%	-24%	-19%
CN(c1ccc(C(=O)Nc2ccc(Cl)cn2)cc1)S(=O)(=O)c1ccccc1	-11%	-21%	-6%	-11%	5%[59 µM]	1%	-7%	-24%	4%
CC(NC(=S)Nc1cccc(C(F)(F)F)c1)C(C)(C)C (stereo not drawn)	2%	-16%	-9%	24%	20%[59 µM]	0%	u	-15%	34%[activator]
COc1ccc(OC)c(/C=C2\SC(=S)N(NS(=O)(=O)c3ccccc3)C2=O)c1	40µM*	-4%	-8%	8%	-37%[12.7 µM]	u	-17%	-4%[60.1 µM]	u
O=C(NC(=S)Nc1ccc(NC(=O)c2cccs2)cc1)c1cc2ccccc2o1	-12%	-27%	u	-6%	-2%[59 µM]	13µM*	-2%	-15%	3%
COC(=O)[C@H]1C2CC3c4[nH]c5ccccc5c4CCN3CC2CC[C@@H]1O (stereo partly drawn)	x	x	x	6%	13%[59 µM]	x	0%	0%[19.4 µM]	x
CC(NC(=O)c1ccco1)C(=O)N1CCc2ccccc2C1 (stereo not drawn)	-9%	2%	-11%	11%	3%[59 µM]	-3%	-9%	8%	-1%
COc1ccc(S(=O)(=O)N2CCN(c3ccc4nnc(-c5ccccc5)n4n3)CC2)cc1	3%	-5%	-18%	-3%	u	1%	-8%	9%	12%
O=C(NCc1n[nH]c(=S)n1Cc1ccccc1)c1ccccc1	-12%	-2%	-6%	1%	35%	16%	-4%	-6%	u
CCNc1ncc2nc(C)c(=O)n(Cc3ccc(F)cc3)c2n1	x	2%	x	3%	14%[0.501 µM]	x	x	4%[60.1 µM]	x
CN(CC(=O)Nc1cccc(F)c1)C(=O)c1cccc(-n2cccc2)c1	28µM*	x	7.9µM*	3.4µM*	u	x	x	u	20µM*
CC1CCN(CCCn2c(SCC(=O)NC3CCCC3)nc3ccccc3c2=O)CC1	-3%	4%	-19%	5%	-12%	22%	-4%	-7%	71%[activator]
CCOC(=O)c1c(C)c(C(=O)Nc2ccc3c(c2)OCCO3)c(C)n1CC	-38%	-3%	-14%	-4%	u	-15%	-10%	-14%	5%
CCOC(=O)c1c(NC(=O)C(C)Sc2cn(CCNC(=O)c3ccccc3OC)c3ccccc23)sc2c1CCC2 (stereo not drawn)	8.9µM*	-11%	-17%	x	u	-4%	63%[activator]	-19%	7%
CC(C)(C)C1CCC(C(=O)NCCc2ccc(S(N)(=O)=O)cc2)CC1 (stereo not drawn)	-18%	-2%	-5%	23%	11%	10%	-15%	-7%	22%
CC(C)[C@@H](CO)NC(=O)c1ccc2c3n(nc2c1)-c1ccc(Cl)cc1CO3	-7%	-9%	-13%	-1%	15%[12.7 µM]	-18%	-13%	-37%	-16%
CCCn1c(=O)c(C(=O)N/N=C/c2ccc(F)cc2)c(O)c2ccccc21	3%	-5%	-22%	0%	x	-16%	1%	-15%	-12%
CC(C)c1ccc(Nc2ncccc2C(=O)O)cc1	-18%	3%	-9%	2%	15%[12.7 µM]	-19%	-2%	-2%	74%[activator]
COc1cccc(Nc2nc(C)cc(C)c2C(N)=O)c1	-1%	-11%	-3%	-6%	20%	19%	-5%	6%	156%[activator]
CC(C)(C)c1nc(C(C)(C)C)c(Br)c(=O)[nH]1	9%	2%	-9%	-3%	6%[59 µM]	0%	-9%	-7%	28%
CCN1C(=O)c2ccccc2Sc2ccc(C(=O)O)cc21	-14%	0%	-19%	23%	3%	-25%	-2%	7%	2%
Cc1ccccc1NC(=S)NCC(c1cccnc1)N(C)C (stereo not drawn)	5%	0%	-23%	24%	25%	2%	9%	-1%	15%
CCS(=O)(=O)N1CCc2cc(C(=O)Nc3cc(C(F)(F)F)ccc3Cl)ccc21	-2%	-5%	-6%	x	-1%[59 µM]	27%	-10%	-8%	16%
CCc1nc(SCC(=O)Nc2ccnc3ccccc23)n[nH]1	9%	0%	2%	14%	-5%[2.33 µM]	41%	3%	-1%[60.1 µM]	24%
